# Fibroblast inh: antiproliferative effect on LL 47 fibroblasts – human, LL 47 cells, CellTiter-Glo luminescence, primary screen | AID 719, 2007 | viability, % at 10 µM | 85,000 tested, 1.1% active | LL 47 human lung fibroblast viability, ATP luminescence; stronger effect = lower value;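 active = viability at or below 50% in the single dose screen; inactive = viability above 50%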;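 also: compound exposure lasted 72 h before the ATP readout; 100% = median luminescence of untreated cell-only wells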
#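 Material: human LL 47 lung fibroblast cells; quantity: 1,150 cells/well; medium: IMEM plus 15% FBS; doses: 0.1% DMSO in all compound wells; timing: overnight attachment after seeding, then 72 h compound exposure at 37 °C; detection: CellTiter-Glo luminescence; measure: % viability of median cell-only signal; controls: cell-only wells, no compound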
# ERb SRC1 inh: inhibitors of ERβ-SRC1 coactivator interaction, primary screen, biochemical, TR-FRET, ERβ LBD, SRC-1 peptide; Estrogen receptor beta (Homo sapiens), Q92731; TR-FRET ER-beta LBD / SRC1-Cy5 peptide binding; receptor agonist-loaded with 1 µM estradiol; inhibition, % at 25.6 µM; 86,000 tested, 1.3% active; AID 633, 2007;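 active = compounds whose percent inhibition of the receptor-coactivator binding signal exceeds about 50% in the single-dose screen, limit read from the data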;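 also: 0% = receptor plus peptide wells without compound and 100% = peptide-only wells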
# Mac1 fbg enh: enhancers of CD11b/CD18 adhesion to fibrinogen, primary screen, K562 cells, luminescence; ATPlite luminescence; activation, % at 10 µM; 93,000 tested, 0.07% active;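 active = 10 µM primary screen giving 50% or more activity, confirmed by 40% or more on retest at that dose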; also: strong numbers were not always called active
# Smad3 FoxH1 inh: Smad3/FoxH1 peptide binding inhibitors, primary screen, biochemical, TR-FRET; inhibition, % at 25 µM; Mothers against decapentaplegic homolog 3 (Homo sapiens), P84022; TR-FRET Smad3/Dy647-FoxH1 peptide binding, europium anti-His; 88,000 tested, 0.29% active;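 active = compounds that reduce the energy-transfer binding signal between the protein and its labelled peptide by more than half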;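 also: 0% = Smad3 plus labelled peptide maximal FRET and 100% = peptide-only background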
# Target sequence (P84022 whole entry, looked up): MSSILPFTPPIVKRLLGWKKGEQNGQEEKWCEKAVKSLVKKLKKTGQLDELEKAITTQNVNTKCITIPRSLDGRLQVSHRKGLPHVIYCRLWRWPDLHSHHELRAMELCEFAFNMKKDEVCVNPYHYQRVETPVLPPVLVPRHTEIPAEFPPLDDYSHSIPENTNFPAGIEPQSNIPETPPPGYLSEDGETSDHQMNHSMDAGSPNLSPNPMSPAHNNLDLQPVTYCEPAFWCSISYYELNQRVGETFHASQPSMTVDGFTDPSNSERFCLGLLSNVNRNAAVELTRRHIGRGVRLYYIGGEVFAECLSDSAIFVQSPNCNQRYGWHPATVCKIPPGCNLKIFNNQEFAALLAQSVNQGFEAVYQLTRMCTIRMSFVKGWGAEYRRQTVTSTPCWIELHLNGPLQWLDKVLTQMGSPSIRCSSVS
# HUVEC inhibit: inhibitors of HUVEC proliferation, primary screen, cell-based, 384-well; viability, % at 10 µM (by protocol); 86,000 tested, 1.1% active; AID 648, 2007; CellTiter-Glo luminescence, 72 h; stronger effect = lower value;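 active = viability at or below 30%; inactive = viability above 30%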;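 also: 100% = median luminescence of DMSO-only cell control wells on each plate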
# ERa coact inh: ERα–SRC-1 coactivator interaction inhibitors, primary screen, biochemical, TR-FRET, ERα LBD, estradiol-bound. TR-FRET ER-alpha LBD / SRC-1 peptide. 86,000 tested, 1.7% active. inhibition, % at 25.6 µM. Estrogen receptor (Homo sapiens), P03372; in the data active = inhibition above about 50%;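 also: 0% = receptor plus peptide control and 100% = peptide only without receptor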
# Target sequence (P03372 whole entry, looked up, the tested form may be a part): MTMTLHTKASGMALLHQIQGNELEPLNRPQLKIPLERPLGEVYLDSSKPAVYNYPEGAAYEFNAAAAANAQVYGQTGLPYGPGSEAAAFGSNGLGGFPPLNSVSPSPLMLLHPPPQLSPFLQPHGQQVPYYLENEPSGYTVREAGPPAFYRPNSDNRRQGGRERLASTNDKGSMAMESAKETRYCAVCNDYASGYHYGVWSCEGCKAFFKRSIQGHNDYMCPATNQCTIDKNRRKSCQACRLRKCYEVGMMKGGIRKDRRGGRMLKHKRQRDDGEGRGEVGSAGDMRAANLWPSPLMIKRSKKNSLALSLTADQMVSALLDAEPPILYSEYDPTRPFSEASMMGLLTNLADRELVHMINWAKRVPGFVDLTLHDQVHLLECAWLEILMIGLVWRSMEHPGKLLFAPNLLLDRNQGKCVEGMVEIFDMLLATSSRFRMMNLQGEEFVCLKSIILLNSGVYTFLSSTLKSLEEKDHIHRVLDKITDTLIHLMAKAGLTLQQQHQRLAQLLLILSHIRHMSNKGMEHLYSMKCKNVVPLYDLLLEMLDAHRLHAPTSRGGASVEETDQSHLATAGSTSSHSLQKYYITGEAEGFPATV
# MT1-MMP txn act: MT1-MMP promoter reporter activation – cell-based, luciferase luminescence, primary screen; 86,000 tested, 0.16% active; HT1080 MT1-MMP promoter luciferase reporter, overnight; stronger effect = higher value; AID 750, 2007; activation factor at 10 µM;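 active = activation factor of at least 2 for MT1-MMP transcription at 10 µM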
# ERa coact pot: enhancers of ERα–SRC-1 coactivator binding, primary screen, biochemical, TR-FRET, ERα LBD, low estradiol; Estrogen receptor (Homo sapiens), P03372; TR-FRET ERalpha-LBD/SRC-Cy5 coactivator binding, 2 h; 100 = basal binding, no effect; coactivator binding (% of control), % at 25.6 µM; 86,000 tested, 1.3% active; in the data active = activity above about 200%;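 also: binding measured in presence of low estradiol as agonist stimulus; 0% = peptide alone without receptor and 100% = receptor with peptide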
# H69AR growth 86K: proliferation blockers of H69AR lung cancer cells, primary screen, cell-based, human, 86K library | viability, % at 10 µM | H69AR lung tumor viability, ATP luminescence, 72 h; stronger effect = lower value | 85,000 tested, 6% active | AID 598, 2007;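 active = viability at or below 40%; inactive = viability above 40%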;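 also: multidrug resistant small cell line overexpressing MRP-1 efflux transporter; 100% = mean luminescence of untreated control wells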
# * = called active by the depositor; / = no result given; [ ] = dose if it differs, or a comment.
SMILES,Fibroblast inh,ERb SRC1 inh,Mac1 fbg enh,Smad3 FoxH1 inh,HUVEC inhibit,ERa coact inh,MT1-MMP txn act,ERa coact pot,H69AR growth 86K
CCn1c(SC)nnc1-c1nnc(SC)n1CC,95,-1[fluorescence artefact?],-3,10,105,7,0.9,110,90
Cc1cccc2cc(C#N)c(N3CCCC3)nc12,100,3[fluorescence artefact?],-3,-10,91,6,1.2,109[fluorescence artefact?],100
COc1cccc(-c2cc(C(=O)Nc3cc(C)n(Cc4ccc(Cl)cc4)n3)no2)c1,100,8[fluorescence artefact?],/,-8,40,-1,0.8,168,58
COc1ccc(Cl)cc1N1Cc2ccccc2C1,96,-2,48,-2,90,10,1.7,80,100
O=C1CC(N2CCN(Cc3ccccc3)CC2)C(=O)N1c1ccccc1 (centres undefined),93,4,0,7,93,-3,1.2,118,102
Cc1ccc(-c2csc3ncn(-n4c(C)ccc4C)c(=O)c23)o1,86,9,6,-5,94,1,1.1,86,75
CSc1ccc(C(=S)N2CCN(C)CC2)cc1,105,-4[fluorescence artefact?],-1,-8,105,-11,1.1,109,79
O=C(Cc1cccs1)Nc1ccc(-c2nnn(CC(=O)N3CCOCC3)n2)cc1,95,93*,0,-4,88,96*[fluorescence artefact?],1.3,16[fluorescence artefact?],88
CCOC(=O)C1CCN(C(=O)Cc2ccc(OC)c(OC)c2)CC1,103,-1[fluorescence artefact?],/,3,104,-5,1,107,91
Cc1cc(Cl)c(S(=O)(=O)NCc2cccnc2)cc1OCC(=O)NC1CCCCC1,105,3[fluorescence artefact?],-2,4,99,4[fluorescence artefact?],1.1,123[fluorescence artefact?],100
Cc1cc(=O)oc(C)c1C(=O)NC1CC(C)(C)NC(C)(C)C1,97,-22,/,14,96,-32,1.1,98[fluorescence artefact?],90
Cc1ccc(CN(C(=O)c2c(F)cccc2F)C2CC(C)(C)NC(C)(C)C2)o1,97,-8[fluorescence artefact?],-4,7,104,4[fluorescence artefact?],1.1,94[fluorescence artefact?],79
Cc1nn(-c2ccccc2)c(C)c1P(=O)(c1ccccc1)N(C)C (centres undefined),96,-4,-2,2,104,0,1.1,101,92
Cc1c(C(=O)Nc2nccs2)sc2nc(-c3cccs3)cc(C(F)(F)F)c12,68,7[fluorescence artefact?],/,-22,45,17,1.1,84,36*
COc1cccc(-n2c(Cc3cc(=O)[nH]c(=O)[nH]3)nnc2SCC(=O)N2CCC(C)CC2)c1,104,-10[fluorescence artefact?],1,19[fluorescence artefact?],104,-2,1.2,86,94
Cc1ncc(CC(=O)n2cc(C(=O)c3cc(Cl)ccc3O)cn2)s1,92,5,0,7,75,3,1,87,87
COc1ccc(Cl)cc1Nc1cc(C)nc2nc(C)nn12,90,-3,/,14,94,-3,1.1,108,81
Cc1ccc(C(=O)NC(=S)NNC(=O)c2ccccc2[N+](=O)[O-])cc1,78,-3,/,4,67,-6,1.2,87,70
CC(C)C(=O)N1CCN(c2nc(-c3ccccc3)c3c(c2C#N)CCCC3)CC1,95,2[fluorescence artefact?],3,3,72,-1,1,90,84
COc1ccc(S(=O)(=O)NCc2ccccc2Cl)cc1OC,95,-1[fluorescence artefact?],-2,-9,107,2[fluorescence artefact?],1.1,87,91
COc1cccc(OC)c1C(=O)Nc1ccccc1C(=O)N1CCOCC1,102,3,3,2,97,17[fluorescence artefact?],0.9,100,108
CCCCn1nnnc1SCC(=O)Nc1ccc2c(c1)OCO2,89,29,2,2,92,14,1.2,96,82
FC(F)(F)c1cnc(Oc2ccc(-c3nnco3)cc2)c(Cl)c1,102,-27,-1,-1,109,-19,1.1,99[fluorescence artefact?],101
Cc1cccc(N(C)C(=O)COc2cc(=O)n(C)c3ccccc23)c1,98,-1,-1,-1,91,1,1,96,90
Nc1cc(C(=O)OCC(=O)NCC2CCCO2)ccc1Cl (centres undefined),96,1,-4,5,98,-2[fluorescence artefact?],1,92,83
CN(C)CCCOC(=O)c1ccc(Cl)cc1,101,0[fluorescence artefact?],-3,2,98,1[fluorescence artefact?],1.1,107,92
O=C(Nc1cccc(C(=O)N2CCOCC2)c1)c1ccccc1,100,-7,3,0,100,-4,1.2,108,90
COC(=O)C1=C(C(=O)OC)SC(=C2C(=S)C(C)(C)N(C(=O)C3CC3)c3ccccc32)S1,96,-4,-2,22,89,-5,/,177,97
CCOc1ccc(-c2nnc3sc(COc4ccc(C)cc4)nn23)cc1,109,9[fluorescence artefact?],-8,10,94,17[fluorescence artefact?],1.1,128,92
Clc1ccc(Cn2ncc3c(N4CCCCC4)ncnc32)c(Cl)c1,96,3[fluorescence artefact?],0,1,57,10,1.1,102,87
COC(=O)c1sccc1NC(=S)N1CCCCC1C (centres undefined),96,-1,-1,-5,91,-1,/,104,89
CC(C)c1nc2ccccc2c2nnc(SCC(=O)NCc3ccco3)n12,93,-2,1,6,92,-6,1,108,88
O=C(Cn1nnc(-c2ccccc2)n1)Nc1ccccc1N1CCOCC1,88,-4,2,-2,95,-2,1.1,92,88
O=[N+]([O-])c1ccc(Sc2n[nH]c(-c3ccccc3)n2)nc1,95,-14,1,-14,89,-6,1.2,88,41
COc1cccc(CNC(=O)CCS(=O)(=O)c2cccc3nsnc23)c1,111,-3,-2,-7,108,-1,/,87,94
O=C(CN1C(=O)C2C3C=CC(C3)C2C1=O)Nc1ccc2nccnc2c1 (centres undefined),92,5,0,-3,100,-2,1.2,94,92
Cc1nc(-c2ccccc2)nc2[nH]c(-c3ccccc3)cc(=O)c12,96,44[fluorescence artefact?],3,5,55,24[fluorescence artefact?],1.1,334*[fluorescence artefact?],15*
O=C(COn1nnc2ccccc21)NCC1CCCCC1,102,2,-3,1,95,2,1.6,103,98
CCS(=O)(=O)N1CCC(C(=O)NCCc2ccccc2)CC1,99,-4,/,-4,102,-15,1.1,122,92
CCC(=O)N1N=C(c2ccc(NS(C)(=O)=O)cc2)CC1c1ccc(C)cc1 (centres undefined),93,23,-4,7,95,-5,1.6,82,59
CC1(C)CC(=O)C2=C(C1)Oc1ncn3nc(-c4cccnc4)nc3c1C2c1ccccc1 (centres undefined),96,-1,2,6,104,-7,1,109,79
COc1ccc(CC(=O)Nc2cc(C)ccn2)cc1,89,-6[fluorescence artefact?],2,6,95,-14,1.4,113,96
Cc1nn(-c2ccc(Cl)c(Cl)c2Cl)c(=O)c2ccccc12,93,2,-3,8,103,-3,/,88,96
CCOC(=O)N1CCN(C(=O)c2ccc(Cl)c(S(=O)(=O)Nc3ccccc3)c2)CC1,104,-7,2,-11,95,7,1.1,119,32*
CCCc1nnc(SCC(=O)N2CCCC(C)C2)n1CCCOC (centres undefined),96,7,0,-21,92,0,1.1,88,75

# Continued (five carried over from the part before).
SMILES,Fibroblast inh,ERb SRC1 inh,Mac1 fbg enh,Smad3 FoxH1 inh,HUVEC inhibit,ERa coact inh,MT1-MMP txn act,ERa coact pot,H69AR growth 86K
CC1(C)CC(=O)C2=C(C1)Oc1ncn3nc(-c4cccnc4)nc3c1C2c1ccccc1 (centres undefined),96,-1,2,6,104,-7,1,109,79
COc1ccc(CC(=O)Nc2cc(C)ccn2)cc1,89,-6[fluorescence artefact?],2,6,95,-14,1.4,113,96
Cc1nn(-c2ccc(Cl)c(Cl)c2Cl)c(=O)c2ccccc12,93,2,-3,8,103,-3,/,88,96
CCOC(=O)N1CCN(C(=O)c2ccc(Cl)c(S(=O)(=O)Nc3ccccc3)c2)CC1,104,-7,2,-11,95,7,1.1,119,32*
CCCc1nnc(SCC(=O)N2CCCC(C)C2)n1CCCOC (centres undefined),96,7,0,-21,92,0,1.1,88,75
Cc1sc2nc(CN(C(=O)NC3CCCCC3)C3CCCC3)[nH]c(=O)c2c1C,89,-4,/,2,107,-9,1.1,97,56
CCOC(=O)C1CCN(C(=O)c2cc3cc4cc(OC)ccc4nc3o2)CC1,99,2,3,-1,96,3,1.8,110,99
CCOC(=O)Cn1c(=O)oc2cc(S(=O)(=O)NCCC(C)C)ccc21,94,-5,0,-3,94,-11,/,124,88
O=C(NCCN1CCCC1)C1CC(=O)N(C2CCCCC2)C1 (centres undefined),98,-10,0,-4,103,-7,1.1,99,102
COc1nn(CC(=O)N2N=C(C)CC2(O)C(F)(F)F)cc1[N+](=O)[O-] (centres undefined),103,0,/,5,107,2,1,93,105
CCC1(C(=O)OC)NC(c2cccc(F)c2)C2C(=O)N(C)C(=O)C21 (centres undefined),103,-3,/,-4,90,-3,1.1,126,87
CCCn1nnc(NC(=O)c2sc3ccccc3c2Cl)n1,111,8[fluorescence artefact?],7,-8[fluorescence artefact?],92,23,1,108,86
COCCNC(=O)CN(C(=O)Cn1nnc2ccccc21)c1ccc(C)c(F)c1,95,12,/,6,99,-2,1.1,99,81
O=C(C1CCN(c2ccc(N3CCOCC3)nn2)CC1)N1CCN(c2ccc(F)cc2)CC1,106,-4,-1,-7,104,-8,1.1,113,91
CCOC(=O)c1c(C)oc2c1c(C=NC1CCS(=O)(=O)C1)c(O)c1ccccc12 (centres undefined),72,44[fluorescence artefact?],/,15,62,70*,1.2,79,62
Cc1ccc(CC(=O)NCC(C)C)cc1,105,4,3,3,95,2,1.2,96,93
COc1ccccc1-n1c(SCC(=O)N(C)C2CCS(=O)(=O)C2)nc2ccccc2c1=O (centres undefined),/,0,-2,-5,103,2,1.2,108,65
CCc1ccccc1OCc1nnc(N)s1,93,-4,1,11,92,0,1.1,109,106
CC(C)c1ccccc1OCCCCCNCCO,92,-2[fluorescence artefact?],-2,-9,88,6,1,110,90
CN(C)S(=O)(=O)N1CCN(S(=O)(=O)c2ccccc2)CC1,100,-6,10,0,98,-3,1.1,148[fluorescence artefact?],88
Cc1cc(N2C(=O)CCC2=O)n(-c2ccccc2)n1,98,-10,-2,9,100,17,1.1,125,102
Nc1nc(NC(=O)c2cccs2)nn1-c1ccccc1,98,-5,4,1,99,-3,1.3,95,96
Cc1cccc(NC(=O)CCCCCN2C(=O)c3ccccc3C2=O)n1,108,-6,2,1,102,-3,1.2,114,92
COc1cccc(-c2nnn(CC(=O)Nc3cc(OC)c(NC(=O)c4ccco4)cc3OC)n2)c1,89,26[fluorescence artefact?],50,22,56,30,1,174,40
COC(=O)Cc1[nH]nc2c1C(C1C=CCCC1)C(C#N)=C(N)O2 (centres undefined),99,17[fluorescence artefact?],/,-16,92,8,1.2,81,54
COC(=O)CCN(C(=O)c1cc(OC)c(OC)c(OC)c1)c1ccccn1,100,-6,0,9,98,-3,1.3,78,95
CC(=O)NC1=NN(C(C)=O)C(C)(CS(=O)(=O)c2ccc3ccccc3c2)S1 (centres undefined),103,-5,/,-1,95,-2,1.3,84,86
CCNC(=O)C(C)Sc1ccc(Cl)cc1 (centres undefined),95,11,-1,8,90,4,1,90[fluorescence artefact?],98

# These rows are one share of the data (hit frequency here may not be typical).
